# Compound activity deposited in PubChem BioAssay by several laboratories.
# TLR9-MyD88 block – inhibitors of TLR9-MyD88 association in cells, primary screen, cell-based, CHO, BLA complementation, fluorescence. inhibition, % at 4.98 µM. CCF4 FRET ratio. AID 504734, 2011. 0.21% of 340,000 active;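 active = inhibition above the mean over all tested compounds plus 3 SD, cut at about 21% in these data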;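 note: 0% = DMSO only wells and 100% = clavulanate BLA inhibitor control wells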
# MC4R antagonist – MC4R antagonists of cAMP signaling, primary screen, cell-based, TR-FRET, antagonist arm of biased-ligand search | AID 540295, 2011 | MC4R-expressing cells, MTII-stimulated cAMP, LANCE TR-FRET | 0.48% of 360,000 active | inhibition, % at 6.5 µM;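 active = inhibition above its plate's cutoff, the mean of tested wells on that plate plus 3 SD, cut at about 29% in these data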;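 note: 0% = Melanotan II alone and 100% = Melanotan II plus saturating MCL0020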
#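 Test system: U2OS cells stably expressing human melanocortin 4 receptor (MC4R); also added: Melanotan II challenge; compound: 6.5 µM single dose; timing: 30-min compound preincubation, 1-h Melanotan II challenge, 1-h detection, room temperature; signal: Eu-cAMP/anti-cAMP TR-FRET, emission 671 nm; repeats: one well per compound, no replicates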
# ABCB6 inh 2 – ABCB6 transporter inhibitors, primary screen, K562-ABCB6 cells, flow cytometry, MLPCN library; ATP-binding cassette sub-family B member 6 (Homo sapiens), Q9NP58; K562-ABCB6 porphyrin accumulation, 1 h; stronger effect = lower value; fluorescence ratio to DMSO, % at 10 µM; 0.19% of 360,000 active; AID 602162, 2011;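 active = fluorescence ratio to DMSO below 75%, the collection mean minus 3 SD; inconclusive = too few cells collected in the well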;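 note: signal is porphyrin accumulated inside mitochondria; 100% equals median channel fluorescence of DMSO control wells; lower ratio means ABCB6 inhibition with less porphyrin fluorescence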
# SRC2 inh – inhibition of GAL4-SRC2 driven luciferase reporter, primary screen, SRC2 inhibitor project, cell-based, luminescence | inhibition, % at 9 µM | 0.17% of 370,000 active | HEK293 GAL4-SRC2 luciferase reporter;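 active = inhibition above the mean inhibition of all tested compounds plus 3 SD, set per campaign, cut at about 52% in these data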;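 note: 0% = DMSO treated cells and 100% = cells given Gossypol at 36 µM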
# Target sequence (Q15596 whole entry, looked up, the tested form may be a part): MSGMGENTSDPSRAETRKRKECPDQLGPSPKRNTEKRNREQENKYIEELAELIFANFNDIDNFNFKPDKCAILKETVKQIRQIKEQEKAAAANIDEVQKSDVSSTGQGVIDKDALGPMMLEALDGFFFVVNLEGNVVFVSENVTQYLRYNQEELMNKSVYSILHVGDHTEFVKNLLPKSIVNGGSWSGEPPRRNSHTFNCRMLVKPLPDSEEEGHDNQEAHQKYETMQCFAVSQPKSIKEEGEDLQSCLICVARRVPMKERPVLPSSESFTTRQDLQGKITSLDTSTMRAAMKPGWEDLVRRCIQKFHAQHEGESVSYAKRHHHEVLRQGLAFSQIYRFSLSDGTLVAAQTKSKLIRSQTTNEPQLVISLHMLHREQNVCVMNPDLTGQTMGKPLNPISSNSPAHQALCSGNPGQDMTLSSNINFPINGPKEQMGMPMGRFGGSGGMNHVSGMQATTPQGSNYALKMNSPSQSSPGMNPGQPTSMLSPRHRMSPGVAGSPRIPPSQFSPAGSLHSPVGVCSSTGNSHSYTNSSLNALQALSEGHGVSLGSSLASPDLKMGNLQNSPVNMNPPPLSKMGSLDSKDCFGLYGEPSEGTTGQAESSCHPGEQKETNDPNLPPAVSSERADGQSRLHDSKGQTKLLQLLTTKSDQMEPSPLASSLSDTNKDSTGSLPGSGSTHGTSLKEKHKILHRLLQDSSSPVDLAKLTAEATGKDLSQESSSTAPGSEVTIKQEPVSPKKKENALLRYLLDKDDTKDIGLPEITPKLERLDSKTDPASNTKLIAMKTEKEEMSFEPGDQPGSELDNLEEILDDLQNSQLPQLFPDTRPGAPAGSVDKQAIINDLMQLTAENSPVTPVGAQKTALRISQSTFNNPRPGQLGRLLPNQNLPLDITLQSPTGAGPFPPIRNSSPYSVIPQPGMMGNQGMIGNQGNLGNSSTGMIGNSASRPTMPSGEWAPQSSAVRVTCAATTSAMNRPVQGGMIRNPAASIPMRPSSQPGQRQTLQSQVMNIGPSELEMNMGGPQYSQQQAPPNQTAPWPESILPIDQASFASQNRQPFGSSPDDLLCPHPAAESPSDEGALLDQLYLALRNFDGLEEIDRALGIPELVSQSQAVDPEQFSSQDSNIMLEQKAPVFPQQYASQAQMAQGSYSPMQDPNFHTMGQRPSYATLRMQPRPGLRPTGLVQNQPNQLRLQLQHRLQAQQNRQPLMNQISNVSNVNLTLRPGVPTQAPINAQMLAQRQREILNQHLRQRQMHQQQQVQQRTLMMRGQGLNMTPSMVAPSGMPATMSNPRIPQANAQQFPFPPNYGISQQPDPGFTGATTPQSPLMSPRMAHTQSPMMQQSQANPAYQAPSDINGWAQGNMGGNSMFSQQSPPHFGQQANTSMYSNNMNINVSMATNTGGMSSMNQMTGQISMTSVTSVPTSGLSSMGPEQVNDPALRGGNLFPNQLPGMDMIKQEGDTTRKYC
# m5-HT2A agonist – mouse Htr2a agonists via beta-arrestin recruitment, primary screen, cell-based, luminescence. 5-hydroxytryptamine receptor 2A (Mus musculus), P35363. CHO-K1 mHTR2A beta-arrestin complementation; percent of 30 µM serotonin response. activation, % at 7.6 µM. 0.66% of 360,000 active. AID 624169, 2012;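 active = activation above a run cutoff, the mean activation of all tested compounds plus 3 SD, cut at about 14% in these data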;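 note: 0% = plate median of compound wells and 100% = 30 µM serotonin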
# H9c2 protect – cardioprotection against H2O2-induced cell death, primary screen, uHTS, H9c2 cells, ATPLite luminescence; H9c2 cardiomyocytes, H2O2 injury protection, 2 h; protection from H2O2 cell death, % at 20 µM; 0.63% of 360,000 active;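 active = compounds giving at least 50% protection of heart cells from peroxide-induced death in the single-dose screen, raw or plate-pattern-corrected value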;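 note: 0% = DMSO wells with peroxide and 100% = DMSO wells without peroxide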
# NOD2-RIPK2 inh – NOD2-RIPK2 binding disruptors in cells, primary screen, fluorescence, CHO cells, BLA complementation | Receptor-interacting serine/threonine-protein kinase 2 (Homo sapiens), O43353 | CCF4 ratio | inhibition, % at 4.98 µM | 0.38% of 360,000 active; in the data active = inhibition above about 21%;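 note: 0% = vehicle only and 100% = reference blocker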
# MC4R barr agon – MC4R agonists recruiting beta-arrestin, primary screen, cell-based, luminescence, agonist arm of biased-ligand search; 0.98% of 360,000 active; AID 540308, 2011; Melanocortin receptor 4 (Homo sapiens), P32245; activation, % at 8.9 µM; U2OS MC4R beta-arrestin complementation; percent of melanotan II response, DMSO zero;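 active = activation above a per-plate cutoff, the mean activation of sample wells on that plate plus 3 SD, cut at about 8% in these data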
# Glyco luc inh – increase of ERlucT glycosylation luciferase signal, primary screen, N-linked glycosylation inhibitor project, D54 ERlucT cells, luminescence, set 2. D54 ERlucT glycosylation luciferase reporter, 24 h; percent of 100 nM tunicamycin response. reporter increase, % at 12.5 µM. 0.23% of 360,000 active. AID 588692, 2011;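 active = mean luciferase reporter signal, scaled so untreated is 0 and the glycosylation-blocking control 100, at or above a set limit in every replicate; inconclusive = mean reaches the limit but not every replicate does; inactive = mean below the limit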;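 note: luciferase carries N-glycosylation sites so blocking glycosylation raises the light; 0% = median of neutral control wells and 100% = median of 100 nM tunicamycin wells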
# ABHD5-PLIN5 inh – ABHD5-PLIN5 interaction inhibitors, primary screen, cell lysate, split luciferase complementation, luminescence | Perilipin-5 (Homo sapiens) + 1-acylglycerol-3-phosphate O-acyltransferase ABHD5 (Homo … | Split G. princeps luciferase complementation, 4 h | inhibition, % at 4 µM | 0.78% of 360,000 active | AID 602281, 2012;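 active = inhibition above the mean inhibition across every tested compound plus 3 SD, cut at about 22% in these data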;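 note: 0% = DMSO only wells and the 100% control is not disclosed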
# An asterisk follows results filed as active; u = inconclusive; x = no result given.
SMILES,NOD2-RIPK2 inh,H9c2 protect,ABHD5-PLIN5 inh,TLR9-MyD88 block,Glyco luc inh,m5-HT2A agonist,MC4R barr agon,SRC2 inh,ABCB6 inh 2,MC4R antagonist
CCNC(=O)CC1SC(=Nc2cccc3ccccc23)N(C)C1=O (stereo not given),-6,6,0,6,6,1,-1.7,3,109,-4
Cc1ccc(S(=O)(=O)N(C)C)cc1NC(=O)COC(=O)C1CC1,2,1,4,-4,0,-5,-0.7,6,99,6
Cc1nnc(SCC(=O)N2CCCCC2)s1,-6,19,2,3,0,2,-1.3,14,104,-4
Cc1nnc(NC(=O)CCS(=O)(=O)c2ccccc2)s1,2,10,-3,-3,-7,-6,4.0,-26,99,20
CCOC(=O)CN1CC23C=CC(O2)C(C(=O)Nc2ccc(F)c(C)c2)C3C1=O (stereo not given),-1,4,-2,5,-2,0,-1.1,-3,90,1
CC1CCCCC1NC(=O)c1cc2ccccc2o1 (stereo not given),-12,1,-8,4,2,-3,-0.5,6,89,-3
CN(C)S(=O)(=O)N1CCN(c2ccccc2)CC1,-4,7,2,2,2,5,1.7,-5,95,-2
Cc1sc2ncn(CC(=O)NCCN(C)C)c(=O)c2c1S(=O)(=O)N1CCC(C)CC1,-1,-4,-3,2,10,-1,-0.7,-16,173,8
COc1cc([N+](=O)[O-])c2nc(C=NNC(N)=S)ccc2c1,-8,7,-12,-4,0,-1,0.4,-16,88,-3
CCCCC(C(=O)O)C(C)CC(=O)Nc1nncs1 (stereo not given),0,-2,-1,2,3,5,-1.5,3,89,19
CC#CCN1c2ccccc2[C@]23C[C@@H](C(=O)OC)N(C(C)=O)C2=NC(C(=O)OC)=C(C(=O)OC)[C@H]13,2,10,-1,0,4,2,-0.2,12,96,11
CCS(=O)(=O)N1Cc2ccccc2CC1C(=O)Nc1cc(S(C)(=O)=O)ccc1Cl (stereo not given),-7,11,0,-2,-3,4,-1.9,-15,103,-4
CCC(C)C(NC(=O)c1ccccc1NC(=O)c1ccccc1)C(=O)O (stereo not given),-3,1,-6,5,0,6,1.3,7,102,15
O=C(OCC(=O)N1CCCCC1)c1c[nH]c2ccccc12,0,0,15,1,1,-5,3.3,-11,106,2
COc1cc(/C=C2/SC(=O)NC2=O)ccc1Oc1ccc([N+](=O)[O-])cc1[N+](=O)[O-],-10,-25,0,5,-1,4,-2.0,-18,101,5
O=C(Cc1ccc(F)cc1)N/N=C/c1ccncc1,-1,-4,0,-4,1,0,1.3,-4,99,16
COc1cc2oc(=O)c(Br)c(C)c2c(OC)c1OC,-4,2,-2,5,3,-5,-0.5,2,92,1
CCOc1ccc(NC(=O)Nc2cc(C(=O)O)ccc2N2CC3CC(C2)c2cccc(=O)n2C3)cc1 (stereo not given),6,2,-2,0,0,5,-3.7,20,97,7
CCOC(=O)Cc1csc(NC(=O)c2sc3nc4c(C)cc(C)cc4cc3c2N)n1,0,-3,-17,4,0,-2,-1.4,-22,398,2
COc1ccc(-c2ccccc2NC(=O)C2CCCN(Cc3ccc(C)o3)C2)cc1 (stereo not given),-1,1,11,5,-5,-8,0.4,0,104,-6
Cc1cccc(OCC(=O)NCC(=O)N/N=C/c2ccc([N+](=O)[O-])cc2)c1,-2,-9,2,10,2,9,1.6,5,103,3
COc1ccc(NC(=O)C(CC(C)C)NS(=O)(=O)c2ccc3c(c2)CCN3C(C)=O)cc1OC (stereo not given),-4,7,-2,-3,0,5,-1.3,-5,96,5
C=CCN1C=C2C(=O)C(C)(OC(=O)c3cnc4ccccc4n3)C(=O)C=C2C=C1/C=C/COC (stereo not given),6,-11,6,1,-1,0,-0.8,-2,96,6
Cc1cc2c(cc(C(=O)O)n2C)s1,-5,10,-8,8,1,0,2.1,-2,100,12
Cc1ccc(NC(=S)Nc2cccc(S(=O)(=O)Nc3c(C)n(C)n(-c4ccccc4)c3=O)c2)cc1,-2,2,-7,3,-2,-2,-1.2,-8,99,7
COc1ccccc1CC(NC(C)=O)C(=O)NC1CCN(C(=O)c2cccc(Cl)c2)CC1 (stereo not given),1,3,13,-9,3,1,-3.0,-40,100,8
Cc1ccn2c(=O)c(C(=O)NC3CCCCC3C)c(O)nc2c1 (stereo not given),4,1,13,2,1,-2,-0.1,3,103,3
CCN1C(=O)[C@H]2[C@@H](c3ccc(-c4ccc(C(C)=O)cc4)c(OC)c3)N[C@@](Cc3ccccc3)(C(=O)OC)[C@H]2C1=O,1,12,-4,1,-3,-8,1.9,9,101,13
CC(C(=O)NC1CCCC1)N(C(=O)Cn1nnc(-c2ccc(F)cc2)n1)c1ccccc1F (stereo not given),4,64*,-2,-8,-3,2,2.3,-1,92,3
CCOC(=O)C1=C(C)NC2=C(C(=O)C(C(=O)OCC)C(c3ccco3)C2)C1c1ccccn1 (stereo not given),-7,5,42*,1,1,4,-0.7,-3,99,-7
COCCCN1C(=O)c2[nH]nc(-c3ccccc3O)c2C1c1cccc(Cl)c1 (stereo not given),7,8,5,-6,10,6,-0.8,-5,93,-9
CC1CC(C)CN(C(=O)c2ccc(C#N)cc2)C1 (stereo not given),-6,3,-7,-7,4,-3,0.7,-40,93,1
Cc1cc(S(=O)(=O)c2ccc([N+](=O)[O-])cn2)ccc1Br,-3,-22,16,-4,-15,-2,-2.3,23,87,4
Cc1ccc(NC(=O)Cc2ccc(F)cc2)cc1,-17,-6,-2,-8,-2,-4,-0.6,-8,95,3
O=C1CN(C(=O)COC(=O)CCc2ccccc2)c2ccccc2N1,-2,7,4,-2,0,-3,-1.9,-12,93,7
Cc1ccn2cc(C(=O)N3CCN(c4cnn(-c5ccccc5)c(=O)c4Cl)CC3)nc2c1,6,7,9,4,-1,13,0.4,8,95,8
COC(=O)CSc1nc2ccccc2n1CC(=O)N(C(C)C)C(C)C,-11,5,-3,1,2,0,-0.6,26,108,1
COc1cc(C2C(C#N)=C(C)NC3=C2C(=O)CC(C)(C)C3)ccc1O (stereo not given),-11,11,4,3,2,-6,1.8,-1,96,1
COc1ccc(CNC(=O)C2CC=CCC2C(=O)O)cc1OC (stereo not given),-1,5,6,4,7,2,0.2,3,92,0
COc1ccc(N2CCN(C(=O)c3cn(C)c4ccc(S(=O)(=O)N5CCOCC5)cc4c3=O)CC2)cc1,2,-3,3,-5,0,7,-2.9,-14,100,1
COC(=O)CSc1nc2ccccc2nc1SCC(=O)OC,-2,5,3,3,-1,1,0.9,8,96,36*
CC(=O)Nc1ccc(NC(=O)COc2cc(C)cc3oc(=O)cc(C)c23)cc1,-4,7,-1,-3,5,-3,-2.8,-4,104,14
CCn1c2ccccc2c2cc(/C=N/NC(=O)c3cccc(C)c3)ccc21,4,-6,-6,5,-3,-4,-2.3,-13,95,-5
CCOC(=O)C1CCCN(S(=O)(=O)c2cc(Br)cc3c2N(C(C)=O)CC3)C1 (stereo not given),3,11,-2,3,2,1,-0.7,-4,84,5
Nc1nnn(Cc2ccccc2)n1,-10,2,0,1,1,-1,1.6,5,103,12
O=C(N/N=C\C=C\c1ccc([N+](=O)[O-])o1)c1cccs1,-1,1,2,-1,41*,-3,-1.2,-54,118,-9
CCOC(=O)CC(NC(=O)c1ccc(C)cc1)c1ccc(C)cc1 (stereo not given),-1,4,5,-3,-1,-4,0.0,-14,87,-2
CN(C)N=Nc1ccc(-c2cn(Cc3ccccc3)cn2)cc1,-3,-4,3,1,1,-4,-3.0,-22,89,-3
COc1cc(NC(=O)c2onc(C)c2Cl)cc(OC)c1OC,-5,-1,-3,-1,3,0,3.0,-13,103,16
Cc1nc(N2CCN(S(=O)(=O)c3ccccc3)CC2)c2cc(-c3ccccc3)sc2n1,-16,-5,-1,-11,2,0,0.1,-2,103,13
Cc1ccc(S(=O)(=O)N2CCCC2)cc1C(=O)Nc1ccc(-n2cnnn2)cc1,-17,-6,11,-13,-1,-2,1.4,2,100,0
CC(=O)N1c2ccc(S(=O)(=O)N3CCC(C(=O)NC4CCC(C)CC4)CC3)cc2CC1C (stereo not given),-6,-3,-2,-7,-2,0,-1.7,-38,99,2
COc1ccc(C(=O)c2[nH]c(N)c(C(N)=O)c2-c2ccc(OC)c(OC)c2)cc1,6,x,-1,x,x,-6,x,-2,99,x
CCCCCCCCCCS(=O)(=O)N/N=C/c1ccc(O)cc1,-2,-32,0,0,2,1,9.0*,4,97,2
COc1ccc(C(=O)C[n+]2ccc(N(C)C)cc2)cc1,-14,-2,3,-5,1,1,0.2,-14,97,1
O=C(Cn1cnc2c(OCc3ccccc3)ncnc21)NCc1ccc2[nH]ccc2c1,-1,12,2,-5,0,1,2.4,18,99,7
CCN1CCCC1CNC(=O)c1cc(OC)c(OC)c(OC)c1 (stereo not given),-4,-12,4,-4,0,-3,-0.9,-15,91,1
COC(=O)c1sccc1NC(=O)CSc1ccccc1NS(=O)(=O)c1ccccc1Cl,6,-16,2,1,0,0,-3.6,-22,96,7
Cn1nnnc1NCc1ccccc1F,-17,1,1,0,1,0,-1.3,-63,96,-4
O=C(Nc1cccc(NC(=O)c2ccc([N+](=O)[O-])o2)c1)c1ccco1,2,57*,6,7,u,4,-1.2,-3,133,-7

# These rows are one share of the data, so the mix of outcomes need not match the whole.
